KAT2A inh – blocks human GCN5L2 histone acetyltransferase | AID 504327 | Potency, µM (highest dose often 58.9 µM), for the others: at the top dose activity change, negative = inhibition, usual class: inhibitors | actives 0.21% (n = 390,000) | Q92830 | GCN5L2 HAT assay, ThioGlo1 CoA-SH fluorescence
Target sequence (Q92830 whole entry, looked up): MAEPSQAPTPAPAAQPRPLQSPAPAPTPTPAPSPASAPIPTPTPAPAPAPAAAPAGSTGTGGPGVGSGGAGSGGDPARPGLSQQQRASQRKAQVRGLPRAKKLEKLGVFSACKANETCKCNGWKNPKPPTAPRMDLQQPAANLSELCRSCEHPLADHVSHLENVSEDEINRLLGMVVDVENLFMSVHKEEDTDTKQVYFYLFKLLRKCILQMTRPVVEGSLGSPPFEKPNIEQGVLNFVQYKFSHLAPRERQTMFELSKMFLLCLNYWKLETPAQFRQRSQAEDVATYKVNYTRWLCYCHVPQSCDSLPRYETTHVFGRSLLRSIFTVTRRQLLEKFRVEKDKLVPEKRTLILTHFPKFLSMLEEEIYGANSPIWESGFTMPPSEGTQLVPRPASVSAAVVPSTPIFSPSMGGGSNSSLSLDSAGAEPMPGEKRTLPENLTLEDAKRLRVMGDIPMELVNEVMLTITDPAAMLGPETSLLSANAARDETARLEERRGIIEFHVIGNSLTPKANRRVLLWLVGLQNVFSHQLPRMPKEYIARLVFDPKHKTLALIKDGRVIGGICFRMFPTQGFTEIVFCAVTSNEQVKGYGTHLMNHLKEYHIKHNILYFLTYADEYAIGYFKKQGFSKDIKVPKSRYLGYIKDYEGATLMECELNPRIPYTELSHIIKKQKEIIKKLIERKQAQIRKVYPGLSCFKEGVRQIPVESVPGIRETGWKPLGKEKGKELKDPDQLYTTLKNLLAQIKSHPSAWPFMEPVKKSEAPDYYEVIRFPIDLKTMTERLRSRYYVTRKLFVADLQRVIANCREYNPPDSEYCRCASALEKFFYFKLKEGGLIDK
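Compounds, pin-transferred from DMSO stocks, meet 20nM GCN5L2 for 15 min before the reaction begins with H3(1-25) peptide (75uM) and acetyl-CoA (70uM). Thiol-reactive ThioGlo1 reports CoA release over 20 min at room temperature.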
FEN1 inh – blocks human flap endonuclease 1. actives 0.35% (n = 390,000). Recombinant FEN1 flap cleavage, fluorescence, 15 min. Potency, µM (doses to about 114 µM), for the others: top-dose activity change, negative = inhibition, hits mostly inhibitors; further: nearly all actives have a fitted effect of over 65% in size
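Quantitative HTS format: each compound was titrated, incubated with 10 nM nuclease for 15 min at room temperature, then challenged with flap substrate at 50 nM final. Signal change over 15 min gave concentration–effect curves.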
TDP1 cell CPT – DT40-hTDP1 cell growth loss with CPT | chicken DT40 Tdp1-/-;hTDP1 cells + 20 nM CPT, ATP luminescence, 48 h | Potency, µM (titrated, usually from 46.2 µM), inactives show top-dose activity change, negative = growth inhibition, actives largely listed as inhibitors | actives 12% (n = 420,000) | AID 686979; further: nearly all actives have a fitted effect of over 55% in size
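Cell growth measured by CellTiter-Glo luminescence after a minimum 48 h, 37 C compound exposure with 20 nM CPT in Tdp1-knockout DT40 cells stably expressing hTDP1, seeded 400/well; qHTS titration format.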
An asterisk follows results filed as active; ? = inconclusive; . = not tested or not shown; & = joins results of further samples; [ ] = another dose, or the depositor's remark. The call rests on the fitted dose curve; in most records, active means well fitted curve in the direction sought with a large enough effect; inconclusive means small, poorly fitted or top-dose-only effect, or another doubt; inactive means no such curve, though single readings can be large; an effect the other way counts as inactive or inconclusive. On the % scale 0 is the no-effect control and ±100 the full control effect; potency means the concentration at half of the fitted maximal effect. Not all compounds are listed; count on the stated rates, not on these rows.

SMILES	KAT2A inh	FEN1 inh	TDP1 cell CPT
Cc1cc(C)nc(SCC(=O)Nc2ncc(Cc3cccc(Cl)c3)s2)n1	-2%	0%	?
CCCCc1ccc(NC(=S)NCCN2CCOCC2)cc1	-5%	16%	-3%
N/C(=N\NC(=O)c1cccc(F)c1)c1cc2ccccc2oc1=O	0%	11%	0%
O=C(Nc1ccccn1)c1ccc(S(=O)(=O)N2CCCC2)cc1	-5%	18%	-20%
CC(Sc1nc(-c2ccccc2)cc(C(F)(F)F)n1)C(=O)O (stereo unspecified)	-9%	-3%	?
CCOC(=O)c1ccc(N=C2SC(C(=O)NC)CC(=O)N2CCc2ccccc2)cc1 (stereo unspecified)	12%	-5%	?
N#C/C(=C\c1cccc(F)c1)c1nc(-c2cc3c(ccc4ccccc43)oc2=O)cs1	-2%	-1%	-15%
Cn1c(=O)c2c(nc(N3CCNCC3)n2Cc2cccc3ccccc23)n(C)c1=O	-2%	1%	-29%
COc1ccccc1CNC(=O)CSc1ncc2c(n1)-c1ccccc1N(Cc1ccc(C)cc1)S2(=O)=O	3%	-8%	?
O=c1oc2ccccc2cc1-c1cn2ccccc2n1	-5%	-2%	?
CCOC(=O)C1(CC2CCCCO2)CCN(C(=O)Nc2ccc(C)c(C)c2)CC1 (stereo unspecified)	-5%	3%	6%
COc1cc(N)c(Cl)cc1C(=O)OCC(=O)NC1CCCC1	-17%	3%	11%
N#Cc1ccccc1NC(=O)COc1c(Br)cc(Br)c2cccnc12	-1%	-2%	?
CCC1=Nc2cc(C(=O)NCCCOC)ccc2Sc2ccccc21	-4%	32%	1.5µM*
COc1ccc(CCn2c3c(c(=O)[nH]c2=S)CN(C(C)C)CN3)cc1OC	.	2%	-13%
COc1ccccc1CNC(=O)CCSCc1cccc(Cl)c1	33%[activator]	-22%	3%
CC(Sc1nc2cc([N+](=O)[O-])ccc2n1-c1ccc(F)cc1)C(=O)NCc1ccc2c(c1)OCO2 (stereo unspecified)	-10%	-8%	16µM*
CCOC(=O)c1c(C(=O)OCC)c(C)n(CCc2ccc(OC)c(OC)c2)c1C	-3%	7%	23µM*
CCNc1ncc2nc(C)c(=O)n(CCOC)c2n1	-26%	.	-6%
CC(C)CN(C(=O)CSc1nncn1C)C1CCS(=O)(=O)C1 (stereo unspecified)	-2%	-5%	4%
O=C(O)c1ccc(CNc2ccccc2C(=O)O)cc1	-4%	-4%	-2%
C[C@H](NC(=O)OC(C)(C)C)C(=O)N/N=C/c1ccc2nccnc2c1	-5%	-2%	-9%
CCc1ccc(NC(=O)c2cc(C(C)=O)n3ccccc23)cc1	-28%	-10%	?
CCc1ccc(C(=O)Nn2cnc3ccccc3c2=O)cc1	0%	-4%	5%
Cc1c(NC(=S)N/N=C/c2ccc(N(C)C)cc2)c(=O)n(-c2ccccc2)n1C	-8%	-3%	16µM*
The list continues:
SMILES	KAT2A inh	FEN1 inh	TDP1 cell CPT
O=C(CC(c1ccco1)S(=O)(=O)c1ccccc1)c1ccccc1 (stereo unspecified)	-8%	-1%	-7%
CCOc1ccc(N(CC(=O)Nc2ccccc2C(=O)N2CCOCC2)S(=O)(=O)c2ccc(F)cc2)cc1	0%	5%	-15%
CCCc1nc(SC)ncc1C(=O)N1CCN(c2ccc(Cl)cc2)CC1	-11%	-9%	?
CCOc1ccc(NC(=O)CC2C(=O)N(c3ccccc3)C(=O)N2Cc2ccc3c(c2)OCO3)cc1 (stereo unspecified)	-8%	-3%	?
COc1ccc(-n2ncc(C(=O)NCCCN3CCCCC3)c2C2CCN(C(=O)OC(C)(C)C)CC2)cc1	-11%	23%	18µM*
CCOc1ccccc1C(=O)NCc1ccc2c(c1)CCN2C(=O)c1ccc(F)cc1	-3%	-6%	?
COc1ccc(-c2csc(NC(=O)c3ccccc3OC)c2C(=O)O)cc1OC	2%	14%	16%
CCOc1cc(/C=C2/C(=N)N3C(=NC2=O)SN=C3S(=O)(=O)C(C)C)ccc1OC(=O)c1ccco1	-23%	-8%	2%
Cc1cccc(C)c1NC1=NCCCCC1	-2%	6%	0%
Cc1ccc(-c2cc(C(F)F)nc(NCc3cccnc3)n2)cc1	-9%	-22%	?
COc1ccc(NS(=O)(=O)c2ccc(Cl)c(NC(=O)c3ccccc3F)c2)cc1	-6%	1%	?
Nc1nc(SCC(=O)NCc2ccccc2)n[nH]1	-3%	-1%	-13%
COc1ccc(CNC(=O)c2ccc(-c3nc(CSc4ccc(C)cc4)c(C)o3)cc2)cc1OC	-3%	19%	-22%
CC(C)[C@H](Nc1nc(-c2ccccc2)nc2c1oc1ccccc12)C(=O)O	-15%	-9%	1%
COc1cccc(COC(=O)C2CCN(S(=O)(=O)c3ccc(C)cc3C)CC2)c1OC	-21%	-5%	-1%
C=CCN(c1nc(C)cc(OC)n1)S(=O)(=O)c1ccccc1	?	-18%	-1%
COC(=O)[C@H](CCSC)NC(=O)NCc1ccccn1	-1%	-1%	6%
COc1ccccc1CNC(=O)Cn1nnnc1CN(C)C(C)C	3%	19%	7%
COc1ccc(NC(=O)CN2CCN(Cc3ccccc3)CC2)cc1	1%	-2%	7%
CC(C)C[C@@H](CN1CCCC1CN1C(=S)NC[C@@H]1Cc1ccc(O)cc1)N1C[C@H](Cc2ccccc2)N(CCc2ccccc2)C1=S (stereo partly specified)	.	-4%	?
Cc1ccc(CCn2c3c(c4ccccc42)CN(C)CC3)cn1	-3%	-5%	-9%
CCN(CC)CCNC(=O)c1ccc(NC(C)=O)cc1	-1%&41%	-1%&-2%	4%&0%&-20%
CCOC(=O)c1c(-c2ccccc2)csc1NC(=O)CSc1nnc(C)s1	-9%	-7%	23µM*
COc1ccc(S(=O)(=O)NC2CC(C)(C)NC(C)(C)C2)cc1C(C)C	-15%	2%	?
O=C(COC(=O)c1ccc(O)cc1)Nc1ccccc1-c1ccccc1	-1%	8%	?

3 entries from above, as comma-separated lines.
SMILES,KAT2A inh,FEN1 inh,TDP1 cell CPT
COc1ccc(-n2ncc(C(=O)NCCCN3CCCCC3)c2C2CCN(C(=O)OC(C)(C)C)CC2)cc1,-11%,23%,18µM*
CCOc1ccccc1C(=O)NCc1ccc2c(c1)CCN2C(=O)c1ccc(F)cc1,-3%,-6%,?
COc1ccc(-c2csc(NC(=O)c3ccccc3OC)c2C(=O)O)cc1OC,2%,14%,16%

(next part)
SMILES	KAT2A inh	FEN1 inh	TDP1 cell CPT
CCOC(=O)c1cn(Cc2ccccc2)c(C(=O)OC(C)(C)C)c1O	.	-2%	23µM*
Cc1ccc(OCCC(=O)OC(C)C(=O)Nc2ccc(Cl)cn2)cc1 (stereo unspecified)	-23%	5%	-10%
COc1ccc2cc(C(c3nnnn3C3CCCC3)N3CCOCC3)c3nnnn3c2c1 (stereo unspecified)	-4%	16%	-15%
COC(=O)c1cccc(Nc2nc(-c3cccnc3)nc3ccccc23)c1	0%	1%	?
Cc1cc(N2CCOCC2)n2ncc(-c3ccccc3)c2n1	-9%	1%	?
CC(C)OCCCNC(=O)CN1C(=O)CSc2ccc(S(=O)(=O)N3CCCCC3)cc21	-2%&1%	-4%&-1%	0%&-16%
O=C(Nc1ccccc1N1CCN(c2ccccc2)CC1)C12CC3CC(CC(C3)C1)C2	-12%	-18%	?
O=C(Cc1cn2ccsc2n1)Nc1cccc2cnccc12	-5%	-11%	15%
CCOc1ccc(NC(=O)C2C3CC/C=C\CCC32)cc1 (stereo unspecified)	33%[activator]	4%	8%
O=C(NCCc1ccccc1)c1ccc(-n2cnnn2)cc1	1%	1%	3%
Cc1ccc(S(=O)(=O)N(C)CC(=O)NNC(=O)CCS(=O)(=O)c2ccccc2)cc1	-3%	-2%	0%
CCN1CCC2(CCN(Cc3cn[nH]c3-c3ccc(OC)c(F)c3)C2)C1 (stereo unspecified)	0%	-4%	?
Cc1ccc(C)c(S(=O)(=O)N2CCCC2CNC(=O)C(=O)NCc2cccs2)c1 (stereo unspecified)	-6%	5%	2%
COc1cc(CN(CC2CCCO2)C(=O)c2cccs2)cc(OC)c1OC (stereo unspecified)	-2%	-10%	-13%
C=CCC[C@H](Cc1ccc(F)cc1)C(=O)OC[C@@H](C)NC(=O)[C@@H](CC=C)CC(=O)N[C@@H](CO)Cc1ccccc1	-1%	-11%	?
Cc1ccccc1OCCn1cnc2c(N)ncnc21	-2%	-2%	-7%
O=C(Nc1ccc(-c2nc3cccnc3s2)cc1)C1CCCO1 (stereo unspecified)	-2%	-19%	23µM*
O=C(Cn1ncc(Cl)c(Cl)c1=O)c1ccc(Cl)cc1	1%	-6%	2.9µM*
Cc1c(-c2nc(-c3ccccc3F)no2)nnn1-c1cc(F)ccc1F	-8%	-8%	-6%
Cc1cn(CC(=O)N[C@H](CO)Cc2c[nH]c3ccccc23)c(=O)[nH]c1=O	.	15%	3%
COc1ccccc1OCCCCCCN1CCN(C)CC1	.	-10%	-7%
Fc1ccc(-c2nc(Nc3cccc(C(F)(F)F)c3)nc3c2COc2ccccc2-3)cc1	-20%	?	?
CCOc1ccc(S(=O)(=O)N2CCN(S(=O)(=O)c3ccc(OCC)cc3)C(C)C2)cc1 (stereo unspecified)	0%	-5%	?
Cc1ccc2nc(SCC(=O)N3CCCC3)[nH]c2c1	-3%	-3%	-4%
COc1ccc(NC(=O)c2ccco2)cc1NC(=O)c1cccc(F)c1	-6%	-3%	-23%
The list goes on.
SMILES	KAT2A inh	FEN1 inh	TDP1 cell CPT
Cc1ccc(NC(=O)CSc2ccccc2NC(=O)c2ccccc2)cc1Cl	-8%	-4%	15µM*
N#C/C(=C\Nc1ccc(F)c(Cl)c1)S(=O)(=O)c1ccccn1	-3%	-3%	-5%
COc1ccc(-c2cc(-c3ccc(F)cc3)nc(N3CCN(C)CC3)n2)cc1	-4%	-1%	?
C#CCOCCOCCOCCNc1nc(N2CCN(C(=O)[C@H]([C@@H](C)O)n3cc(CCCCN)nn3)CC2)nc(N2CCN(C(=O)[C@H](CCCCN)n3cc(CCC(=O)O)nn3)CC2)n1	-16%	-4%	?
O=C(NCCCN1CCCC1=O)C1CCN(S(=O)(=O)c2ccccc2)CC1	-6%	17%	0%
COc1ccccc1CNc1ncnc2onc(-c3ccc(F)cc3)c12	-2%	5%	-30%
CCOC(=O)c1c(C)[nH]c(C(=O)NCCN2CCOCC2)c1C	2%	-5%	-3%
CC(=O)N1c2ccc(S(=O)(=O)N3CCCC(C(=O)N4CCCCC4)C3)cc2CC1C (stereo unspecified)	8%	-5%	?
Cc1ccc2cc(CCNC(=O)Cc3cccs3)c(=O)[nH]c2c1	-1%	-8%	1%
Oc1[nH]c2ccccc2c1N=NC(=S)NCCc1ccccc1	-10%	-9%	16µM*
CCOC(=O)c1c(Nc2nc(C)c(C(=O)NC)s2)sc(C)c1C	-1%	-3%	-9%
COc1cc(C(C(=O)NCC2CCCO2)N(C(=O)Cn2nnc3ccccc32)c2ccc(OC)c(OC)c2)ccc1O (stereo unspecified)	-7%	2%	-9%
CN(C)S(=O)(=O)c1ccc(NCC2COc3ccccc3O2)c([N+](=O)[O-])c1 (stereo unspecified)	-9%	-8%	16µM*
Cn1c(SCc2ccccc2Cl)nc(C(F)(F)F)cc1=O	-4%	-2%	-27%

Entries shown so far that have a CF3 group, in the order listed:
SMILES	KAT2A inh	FEN1 inh	TDP1 cell CPT
CC(Sc1nc(-c2ccccc2)cc(C(F)(F)F)n1)C(=O)O (stereo unspecified)	-9%	-3%	?
Fc1ccc(-c2nc(Nc3cccc(C(F)(F)F)c3)nc3c2COc2ccccc2-3)cc1	-20%	?	?
Cn1c(SCc2ccccc2Cl)nc(C(F)(F)F)cc1=O	-4%	-2%	-27%

Record cards, as listed above:
CCOC(=O)c1c(Nc2nc(C)c(C(=O)NC)s2)sc(C)c1C in the list: KAT2A inh = -1%; FEN1 inh = -3%; TDP1 cell CPT = -9%
CN(C)S(=O)(=O)c1ccc(NCC2COc3ccccc3O2)c([N+](=O)[O-])c1 (stereo unspecified) in the list: KAT2A inh = -9%; FEN1 inh = -8%; TDP1 cell CPT = 16µM*
Cn1c(SCc2ccccc2Cl)nc(C(F)(F)F)cc1=O in the list: KAT2A inh = -4%; FEN1 inh = -2%; TDP1 cell CPT = -27%

Shown with two lines to a compound: 2 of the compounds above
Each structure is followed by: KAT2A inh, FEN1 inh, TDP1 cell CPT
O=C(NCCCN1CCCC1=O)C1CCN(S(=O)(=O)c2ccccc2)CC1
 : -6%, 17%, 0%
COc1ccccc1CNc1ncnc2onc(-c3ccc(F)cc3)c12
 : -2%, 5%, -30%
